# CHX counter: Cycloheximide Counterscreen for Small Molecule Inhibitors of Shiga Toxin; cell reporter, cycloheximide protein synthesis inhibition counterscreen; max response, %; 12% of 300,000 active; in the data active = max response mostly above about 13%, no sharp cut-off; inactive = mostly below about 14%; also: read at 38.3 µM for the half of the compounds with a filed dose; 0% is about no effect
# HCV inhibitor: qHTS Assay for Inhibitors of Hepatitis C Virus (HCV). Huh7.5.1 HCVcc-Cre infection, luciferase reporter, 44 h. Potency, µM (series often up to 41.8 µM), for inactives: at the highest dose activity change, negative = inhibition, usual class: inhibitors. 3.4% of 340,000 active; also: potency is read from the fitted curve at half-maximal effect; % is scaled to controls: 0 for no effect and ±100 for the full control effect
#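 Luciferase read-out (15 sec integration) after a 15 min room-temperature substrate step quantifies HCVcc-Cre infection. Cells, 1,000 per well, had compound added 4 h post-plating, then virus at ~0.5 moi, and were cultured 44 h.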
# Shiga inhibitor: A qHTS for Small Molecule Inhibitors of Shiga Toxin; 9.2% of 290,000 active; inhibition, % at 38.7 µM; AID 2315, 2010; Vero cells, Shiga toxin protein synthesis inhibition reporter; in the data active = inhibition mostly above about 28%, no sharp cut-off; inactive = mostly below about 43%; also: 0% is about no effect
# Pf growth 96h: Primary qHTS for delayed death inhibitors of the malarial parasite plastid, 96 hour incubation. Potency, µM (series often up to 28.7 µM), inactives show at the top dose activity change, negative = inhibition, actives largely listed as inhibitors. P. falciparum luciferase reporter growth, 96 h. 6.9% of 320,000 active. AID 504834, 2011; also: potency is read from the fitted curve at half-maximal effect; % is scaled to controls: 0 for no effect and ±100 for the full control effect
#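 Parasite growth measured via integrated firefly luciferase reporter in P. falciparum. Infected erythrocytes at 2% hematocrit, 0.05% parasitemia final were treated 96 hours at 37 C under 5% CO2, and luminescence was read.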
# TbPYK inhibitor: qHTS of Trypanosoma Brucei Inhibitors; pyruvate kinase (Trypanosoma brucei), Q57TT1; TbPYK enzyme, Kinase-Glo Plus ATP luminescence, 45 min; Potency, µM (top dose mostly 76.8 µM), for inactives: top-dose activity, negative = inhibition, most hits filed as inhibitors; 0.12% of 410,000 active; AID 624173, 2012; also: potency is read from the fitted curve at half-maximal effect; % is scaled to controls: 0 for no effect and ±100 for the full control effect; nearly all actives have a fitted effect of over 50% in size
#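 Glycolytic pyruvate kinase of T. brucei was incubated with substrate, test compound and 130 uM ADP for 45 minutes at room temperature. Luminescent Kinase-Glo Plus signal was measured after 10 minutes.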
# LmPK inhibitor: qHTS Assay for Inhibitors of Leishmania Mexicana Pyruvate Kinase (LmPK); Q27686; purified LmPK, Kinase-Glo ATP luminescence, 1 h; Potency, µM (titrated, usually from 57.5 µM), inactives show top-dose activity change, negative = inhibition, actives largely listed as inhibitors; 0.37% of 290,000 active; also: potency is read from the fitted curve at half-maximal effect; % is scaled to controls: 0 for no effect and ±100 for the full control effect
# Target sequence (Q27686 whole entry, looked up): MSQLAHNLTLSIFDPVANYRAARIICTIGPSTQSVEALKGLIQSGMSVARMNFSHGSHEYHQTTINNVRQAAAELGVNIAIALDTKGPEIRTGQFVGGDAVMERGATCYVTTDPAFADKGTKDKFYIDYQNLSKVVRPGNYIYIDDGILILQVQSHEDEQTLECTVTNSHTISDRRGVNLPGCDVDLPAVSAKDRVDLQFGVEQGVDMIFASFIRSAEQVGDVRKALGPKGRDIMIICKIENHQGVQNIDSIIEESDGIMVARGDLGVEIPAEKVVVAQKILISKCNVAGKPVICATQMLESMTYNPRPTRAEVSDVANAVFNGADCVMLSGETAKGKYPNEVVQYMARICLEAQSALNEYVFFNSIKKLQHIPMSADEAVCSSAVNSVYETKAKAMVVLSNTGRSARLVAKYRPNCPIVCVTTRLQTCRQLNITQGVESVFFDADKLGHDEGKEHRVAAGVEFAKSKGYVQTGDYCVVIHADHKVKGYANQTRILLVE
#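 Purified LmPK (0.1 nM) converted ADP (0.1 mM) to ATP with PEP (0.5 mM) in imidazole buffer pH 7.2 with KCl and MgCl2, 1 h at room temperature. ATP was read by Kinase-Glo luminescence; data normalized to uninhibited and no-enzyme controls.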
# Pf growth 48h: Primary qHTS for delayed death inhibitors of the malarial parasite plastid, 48 hour incubation. P. falciparum luciferase growth in erythrocytes, 48 h. Potency, µM (doses to about 28.7 µM), inactives show at the top dose activity change, negative = inhibition, actives largely listed as inhibitors. 5.9% of 310,000 active. AID 504832, 2011; also: potency is read from the fitted curve at half-maximal effect; % is scaled to controls: 0 for no effect and ±100 for the full control effect
#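 Parasite viability was followed by luminescence of a genomically integrated firefly luciferase. Cultures held 0.1% parasitemia at 2% hematocrit (final), incubated under 5% CO2 at 37 C.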
# * = called active by the depositor; ? = inconclusive; . = not tested or not shown; & = joins results of further samples; [ ] = another dose, or the depositor's remark. Unless noted, calls follow the shape of the dose curve; as a rule, active = well fitted curve in the direction sought with a large enough effect; inconclusive = small, poorly fitted or top-dose-only effect, or another doubt; inactive = no such curve, though single readings can be large; an effect the other way counts as inactive or inconclusive. Rows are unselected, and some 24% of all compounds hit somewhere here.
# Results follow in this order: Pf growth 48h	LmPK inhibitor	HCV inhibitor	CHX counter	TbPYK inhibitor	Pf growth 96h	Shiga inhibitor
CNC(=O)C(=O)Nc1nc(C23CC4CC(CC(C4)C2)C3)cs1
 : -14%	-2%	4%	16*	0%	?	8
Nc1nnc(SCC(=O)NC2CCCCC2)s1
 : -22%	1%	-2%	-4	0%	4%	2
CCOC(=O)N1CCN(S(=O)(=O)c2ccc(C(=O)Nc3sc4c(c3C#N)CC(C)(C)NC4(C)C)cc2)CC1
 : -8%	-6%	19%	1	4%	-3%	-2
COc1ccc(-n2c(SCC(=O)N3CCC(C(=O)O)CC3)nc3ccccc3c2=O)cc1OC
 : 15%	3%	13%	11	6%	9%	-12
Cc1cc(NC(=O)Cc2c(F)cccc2Cl)no1
 : 12%	2%	5%	-2	1%	3%	5
COc1cc(C(=O)NCC(=O)N/N=C(\C)Cc2ccccc2)cc(OC)c1OC
 : -30%	4%	4%	-3	-3%	19%	-1
O=C(NC12CC3CC(CC(C3)C1)C2)c1c(Cl)cccc1Cl
 : 0%	-4%	30%[activator]	-1	-3%	0%	5
COc1ccc(C2C(C#N)=C(N)OC3=C2C(=O)CCC3)cc1Cn1nc(C)c([N+](=O)[O-])c1C (configuration not stated)
 : 12µM*	6%	-27%	-2	0%	24%	-6
COc1ccc(NC(=O)c2cc(-c3ccc(C)c(C)c3O)n[nH]2)cc1Cl
 : ?	-10%	2.5µM*	8	-7%	?	-5
CCSc1nc(N)nc(-c2cccs2)c1C#N
 : 54%[activator]	2%	?	31*	-11%	58%[activator]	68*
CN(C)CCCNC(=O)c1cc(C(=O)c2ccccc2)c[nH]1
 : 11%	0%	13%	-6	4%	1%	36
COCCN(Cc1ccccc1)C(=O)c1cc(S(=O)(=O)N2CCCCCC2)ccc1OC
 : ?	.	14%	.	-1%	?	.
CCOc1ccc(NC(=O)CN(C)S(=O)(=O)c2ccc(-c3ccc(=O)[nH]n3)s2)cc1
 : ?	-4%	-16%	-5	3%	-15%	-5
COc1cc(S(=O)(=O)N2CCN(c3ccccc3F)CC2)ccc1Cl
 : 10%	3%	-26%	2	2%	25%	12
CCOC(=O)[C@@H]1[C@H]2COc3ccccc3[C@@H]2N2C(=O)N(c3ccccc3)C(=O)[C@@]12C
 : 20%	-1%	48%[activator]	-2	-5%	82%[activator]	-5
CC(C)OC(=O)NCCOC(=O)Nc1ccc(Cl)cc1
 : 0%	5%	-8%	5	5%	?	24
CCOC(=O)Cn1nc(NC(=O)c2ccc(C(=O)OC)cc2)cc1C
 : 28%	-1%	?	19*	-2%	8%	3
CC(C)n1c(NCc2c[nH]c3ccccc23)nc2ccccc21
 : 2%	7%	?	5	1%	-20%	9
COC(=O)c1ccccc1NC(=O)c1cccs1
 : 6%	-4%	?	-2	-3%	57%[activator]	19
O=S(=O)(c1ccc(SCCOc2ccccc2Cl)nc1)N1CCCC1
 : -71%	.	13µM*	.	2%	?	.
CC1=C(C(=O)N2CCOCC2)C(c2cccc3ccccc23)NC(=S)N1 (configuration not stated)
 : ?	-6%	16%	0	-7%	?	4
CC1(C)N=C(c2ccc(Cl)cc2)C(=O)N1
 : 1%	-4%	.	-5	-2%	5%	-8
COc1cccc(/C(O)=C2/C(=O)C(=O)N(CCN3CCOCC3)C2c2cccs2)c1 (configuration not stated)
 : 21%	-4%	28%	23*	2%	.	20
Cc1nn(CC(=O)NCc2cccnc2)c(=O)c2ccccc12
 : 16%	0%	5%	-2	0%	4%	-2
CCCNC(=O)c1ccc(Cn2c(=S)[nH]c3c([nH]c4ccc(OC)cc43)c2=O)cc1
 : ?	1%	-3%	4	-55%	9%	4
O=C(O)CCC(=O)N1N=C(c2cccs2)CC1c1cn(-c2ccccc2)nc1-c1ccccc1 (configuration not stated)
 : .	-6%	16%	-9	2%	?	-15
COc1ccc(NC(=O)CCNC(=O)c2ccccc2Cl)cc1OC
 : 44%[activator]	6%	0%	5	-10%	?	-6
O=C(Nc1ccc(Br)cc1)C1CCCN(S(=O)(=O)c2cccnc2)C1 (configuration not stated)
 : -5%	9%	?	6	-1%	?	-8
CN(C)S(=O)(=O)c1ccc(C(=O)Nc2nnc(-c3ccc4c(c3)CCCC4)o2)cc1
 : 1%	-2%	-18%	-1	2%	-5%	11
CCc1cc(C(=O)c2ccccc2)c(N)s1
 : 28%	-2%	0%	-7	-10%	?	-11

# Continuation.
# Results follow in this order: Pf growth 48h	LmPK inhibitor	HCV inhibitor	CHX counter	TbPYK inhibitor	Pf growth 96h	Shiga inhibitor
CC(=O)c1c(C)[nH]c(C(=O)CSc2nnc(-c3ccccc3)o2)c1C
 : ?	2%	8.9µM*	-4	2%	?	-7
Cc1cccc(NC(=O)CSCC(=O)Nc2ccccc2N2CCCC2)c1
 : -12%	-3%	-12%	-1	1%	0%	5
COc1cc(-c2nc(S(=O)(=O)c3ccccc3)c(N3CCOCC3)o2)cc(OC)c1OC
 : -8%	2%	5%&-34%	1	-8%	.	-13
Cc1cc(-c2ccc(C(C)C)c(S(=O)(=O)NCCN3CCC(C)CC3)c2)on1
 : ?	7%	4%	-9	3%	32%[activator]	-2
Cc1cccnc1NC(=O)Nc1ccc(Cl)cc1
 : 128%[activator]	8%	7%	25*	-1%	20%	.
CCN1CCN(c2cn[nH]c(=O)c2Cl)CC1
 : 2%	-12%	9%	-4	0%	?	17
CCOc1ccc(S(=O)(=O)NC2CCCC2)cc1
 : 3%	-4%	10%	-3	-1%	-21%	-14
Fc1cccc(Cc2noc(CN3CCCN(C4Cc5ccccc5C4)CC3)n2)c1
 : 19%	8%	-4%	3	4%	5%	47
COc1ccccc1NC(=O)c1sc2ncn(Cc3ccccc3C)c(=O)c2c1C
 : ?	0%	-11%	-1	-4%	0%	-12
COCCn1c(SCCOc2ccccc2)nc2ccccc2c1=O
 : ?	-2%	?	11	2%	15%	3
CCOc1ccc(N(CC(=O)NCc2ccc(F)cc2)S(=O)(=O)c2c(C)noc2C)cc1
 : .	12%	12%	-6	3%	?	-7
CCN1CCN(c2nc(C)nc3c2sc(=S)n3C)CC1
 : -29%	-4%	?	-3	?	3.7µM*	-7
CCN1CCN(C(=O)CSCc2nc(-c3ccc(OC)c(OC)c3)oc2C)CC1
 : .	11%	4%	-1	-3%	-11%	-8
CC(CC(=O)O)CC(=O)Nc1ccc(S(N)(=O)=O)cc1 (configuration not stated)
 : 28%	-4%	5%	-1	6%	-4%	-14
Cn1ncc2c(O/N=C(\N)c3ccc(C(F)(F)F)cc3)ncnc21
 : ?	3%	?	-1	0%	-19%	25
O=C(c1ccco1)N1N=C(c2cccs2)CC1c1ccco1 (configuration not stated)
 : -7%	1%	-20%	-2	-8%	?	-3
CCOC(=O)C(NC(C)=O)(OCc1ccc(F)cc1)C(F)(F)F (configuration not stated)
 : 15%	-1%	17%	-2	0%	?	-5
O=C(C1CCC1)N1CCc2cc(S(=O)(=O)NCCCN3CCCCC3)ccc21
 : 18%	7%	-7%	-4	-1%	-15%	-3
O=C(NCCc1ccc(F)cc1)Nc1ccccc1Cl
 : ?	0%	-14%	26*	-1%	25%	55*
Cc1c(C#N)c(SCC(N)=O)nc2c1CCCC2
 : 8%	-3%	-27%	-7	2%	9.3µM*	-16
CCOc1ccc(NC(=O)CN(C)C(=O)CN2C(=O)c3ccc([N+](=O)[O-])cc3C2=O)cc1OCC
 : 7%	.	7%	.	6%	16%	.
Cc1ccc(S(=O)(=O)NCCC(=O)NC2CCCC2)cc1
 : -3%	-4%	-1%	-3	2%	.	-23
COc1ccc2occ(NC(C)=O)c2c1
 : 4%	-7%	-4%	2	0%	63%[activator]	-10
COc1ccc(-n2c(SCC(=O)/C(C#N)=C(\C)N)nc3ccccc3c2=O)cc1OC
 : 1%	4%	11%	-1	-3%	?	-3
CCOC(=O)C(=O)C1=C(N2CCOCC2)/C(=C\c2cccc([N+](=O)[O-])c2)CC1
 : 22%	2%	25%	8	2%	67%[activator]	-1
CCOC(=O)N1CCN(C(=O)C2CCN(S(=O)(=O)c3ccc(NC(C)=O)cc3)CC2)CC1
 : ?	-11%	6%	-1	-9%	8.3µM*	-6
COc1ccccc1NC(=O)NCCN1CCN(c2cccc(Cl)c2)CC1
 : 2%	-1%	2%	-1	32%&-3%	0%	2
CC(=O)NCCc1ccc(S(=O)(=O)N(C)C2CCS(=O)(=O)C2)cc1 (configuration not stated)
 : -1%	1%	11%	-3	1%	.	-9
COc1cccc(/C=N/NC(=S)Nc2cccc(C(=O)O)c2)c1
 : 442%[activator]	0%	13%	36*	-1%	?	95*
Cc1oc(-c2ccccc2F)nc1CS(=O)CC(=O)NCc1ccc(Cl)cc1 (configuration not stated)
 : 15%	1%	-4%	-1	-9%	18%	26

# Reformatted: results already given
SMILES | Pf growth 48h | LmPK inhibitor | HCV inhibitor | CHX counter | TbPYK inhibitor | Pf growth 96h | Shiga inhibitor
CCN1CCN(C(=O)CSCc2nc(-c3ccc(OC)c(OC)c3)oc2C)CC1 | . | 11% | 4% | -1 | -3% | -11% | -8
COc1cccc(/C=N/NC(=S)Nc2cccc(C(=O)O)c2)c1 | 442%[activator] | 0% | 13% | 36* | -1% | ? | 95*
CCSc1nc(N)nc(-c2cccs2)c1C#N | 54%[activator] | 2% | ? | 31* | -11% | 58%[activator] | 68*

# Next part
# Results follow in this order: Pf growth 48h	LmPK inhibitor	HCV inhibitor	CHX counter	TbPYK inhibitor	Pf growth 96h	Shiga inhibitor
CN(Cc1n[nH]c(=S)n1C)S(=O)(=O)c1ccccc1
 : 28%	3%	10%	-2	2%	25%	-21
CC(C)C[C@H](NC(=O)[C@@H]1Cc2ccccc2CN1)C(=O)Nc1ccc(C(C)C)cc1
 : -16%	4%	10%	23*	-4%	?	22
COc1cc(CN(C(=S)NCC(=O)NC2CC2)C2CCCC2)cc(OC)c1OC
 : -30%	-3%	-4%	-2	-13%	13%	-2
Cc1ccc(C(=O)NCCNC(=O)COc2ccc(Cl)cc2)cn1
 : -4%	0%	18%	-3	-5%	?	-9
COC(=O)c1cc(C(=O)N2CCOCC2)cc([N+](=O)[O-])c1
 : -9%	0%	6%	-5	1%	?	11
CCOC(=O)N1CCN(S(=O)(=O)c2ccc3c4c(cccc24)C(=O)N3)CC1
 : ?	6%	-2%	-1	1%	?	-7
O=C(CN1C(=O)C2C3C=CC(C3)C2C1=O)NCc1ccccc1 (configuration not stated)
 : 2%	-3%	11%	-4	-4%	57%[activator]	-23
CC(C)(C)NC(=O)CN(C(=O)C1(C)CC(=O)N=C2C=CC=CN21)C1CCCC1 (configuration not stated)
 : 15%	2%	12%	-4	0%	-18%	-1
CC(C)C1O/C(=N/C(=O)Nc2ccc(Cl)c(Cl)c2)NC1=O (configuration not stated)
 : 12µM*	12%	?	13	-2%	?	17
O=C(COC(=O)C1CCCO1)Nc1cccc(C(F)(F)F)c1 (configuration not stated)
 : 2%	6%	-6%	-2	-5%	7.4µM*	-15
COc1cc(/C=C/C(=O)OCC(=O)c2ccc3c(c2)NC(=O)CO3)ccc1OC(F)F
 : -23%	.	6%	.	-11%	-15%	.

# Source: PubChem BioAssay (National Center for Advancing Translational Sciences (NCATS))
